From PubChem
Rpn11 inh = blocks the human proteasome subunit Rpn11; calls only at 20 µM; actives 0.59% (n = 360,000); human 26S proteasome, Ub4-pepOG fluorescence polarization; 20S core pre-blocked with epoxomicin; AID 588493;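 active = inhibition at 20 µM, scaled to each plate's controls, above about 33%, limit read from the data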
Target sequence (O00487 whole entry, looked up): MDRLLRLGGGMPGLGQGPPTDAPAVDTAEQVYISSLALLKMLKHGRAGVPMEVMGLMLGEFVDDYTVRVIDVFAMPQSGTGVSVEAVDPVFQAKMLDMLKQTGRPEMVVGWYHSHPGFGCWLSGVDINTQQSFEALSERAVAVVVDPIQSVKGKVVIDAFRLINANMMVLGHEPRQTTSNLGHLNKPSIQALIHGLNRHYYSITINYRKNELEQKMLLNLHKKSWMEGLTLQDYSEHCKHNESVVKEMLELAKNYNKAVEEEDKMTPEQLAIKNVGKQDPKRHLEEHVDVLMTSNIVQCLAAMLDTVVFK
LMPTP block = LMPTP (human) inhibition; P24666; recombinant LMPTP-A, OMFP fluorogenic substrate, fluorescence intensity; inhibition, % at 20 µM; actives 0.22% (n = 360,000); AID 651560;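 active = compounds that cut the enzyme signal by at least half of the control window in the single-dose screen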;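 also: plate controls were DMSO wells with enzyme plus substrate for no effect and substrate without enzyme for full effect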
Target sequence (P24666 whole entry, looked up): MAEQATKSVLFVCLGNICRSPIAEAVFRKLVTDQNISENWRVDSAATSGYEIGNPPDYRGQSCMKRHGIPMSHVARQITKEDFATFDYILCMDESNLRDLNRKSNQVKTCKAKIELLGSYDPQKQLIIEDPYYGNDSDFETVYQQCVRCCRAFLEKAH
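Assay system: LMPTP-A, protein tyrosine phosphatase of low molecular weight / Medium: pH 6.0 Bis-Tris buffer with DTT and Triton X-100 / Schedule: 50 min enzyme reaction at room temperature, protected from light / Measured by: endpoint fluorescence intensity from OMFP dephosphorylation / Read-out basis: % inhibition relative to no-enzyme and uninhibited control wells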
MT1-MMP act inh = MT1-MMP (human) activation inhibition. P50281. HT1080 RFP-PRO-GFP cells, GFP/RFP ratio fluorescence, overnight; percent of plate control window, DMSO zero. GFP/RFP ratio change, % at 20 µM. actives 0.061% (n = 360,000);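 active = GFP/RFP ratio change of at least 30% with cell ATP level not reduced by more than half and red fluorescence within 50% of control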; also: strong numbers were not always called active
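system = RFP-PRO-GFP reporter HT1080 cells | dosing = 20 µM single dose, 1% DMSO | timing = overnight cell settling, then overnight compound exposure, 37 °C, 5% CO2 | read-out basis = GFP/RFP fluorescence ratio | controls = DMSO and RFP-L50D-GFP cell wells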
CendR NRP1 mod = alters CendR peptide binding to human NRP-1; O14786; FAM-RPARPAR peptide binding to NRP-1, fluorescence polarization; inhibition, % at 25 µM; actives 0.85% (n = 360,000); AID 602438;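 active = inhibition or corrected inhibition above about 18%, plus a signal ratio from 0.5 to 1.5, limit read from the data, passing the limit was not always enough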; also: strong numbers were not always called active
Scp1 inh = Scp-1 (human) phosphatase inhibition; inhibition, % at 20 µM; actives 0.88% (n = 340,000); Recombinant Scp1, phosphopeptide, malachite green phosphate absorbance;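 active = inhibition above about 50% at 20 µM, limit read from the data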;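 also: plate controls were DMSO wells with enzyme for no effect and wells lacking enzyme for full effect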
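Test system: SCP-1 phosphatase catalytic domain, residues 76-261 | Compound dosing: One concentration, 20 µM, with 1.0% DMSO | Schedule: 45 min room-temperature reaction, 5 min colour, 30 min stabiliser | Detection: Absorbance at 630 nm | Read-out basis: % inhibition of SCP-1 phosphate liberation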
SUMO1-SIM PPI = modulators of human SUMO1-mediated protein-protein interactions; P63165; SUMO1 binding to a labelled peptide, TR-FRET, 1 h; inhibition, % at 20 µM; actives 0.33% (n = 360,000); AID 602429; in the data active = inhibition above about 37%
DNMT1 inh = blocks human DNA methyltransferase DNMT1 | P26358 | DNMT1 molecular beacon, Hinp1I cleavage, fluorescence | inhibition (reported as % activation of signal), % at 10 µM | actives 0.83% (n = 360,000) | AID 588458; in the data active = inhibition above about 50%
NadD inh = NadD (S. aureus) enzyme inhibition; purified NadD enzyme, colorimetric absorbance read-out; inhibition, % at 20 µM; actives 0.78% (n = 360,000); AID 602399; in the data active = inhibition above about 26%; also: some compounds past the cut are filed as inactive
STEP block = inhibitors of human striatal-enriched phosphatase STEP. actives 0.25% (n = 360,000). inhibition, % at 20 µM. recombinant STEP, OMFP fluorogenic substrate, fluorescence;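 active = inhibition at 20 µM, scaled per plate between control wells, above about 37%, limit read from the data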;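 also: 0% = DMSO with enzyme and substrate and 100% = substrate only without enzyme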
Target sequence (P54829 whole entry, looked up): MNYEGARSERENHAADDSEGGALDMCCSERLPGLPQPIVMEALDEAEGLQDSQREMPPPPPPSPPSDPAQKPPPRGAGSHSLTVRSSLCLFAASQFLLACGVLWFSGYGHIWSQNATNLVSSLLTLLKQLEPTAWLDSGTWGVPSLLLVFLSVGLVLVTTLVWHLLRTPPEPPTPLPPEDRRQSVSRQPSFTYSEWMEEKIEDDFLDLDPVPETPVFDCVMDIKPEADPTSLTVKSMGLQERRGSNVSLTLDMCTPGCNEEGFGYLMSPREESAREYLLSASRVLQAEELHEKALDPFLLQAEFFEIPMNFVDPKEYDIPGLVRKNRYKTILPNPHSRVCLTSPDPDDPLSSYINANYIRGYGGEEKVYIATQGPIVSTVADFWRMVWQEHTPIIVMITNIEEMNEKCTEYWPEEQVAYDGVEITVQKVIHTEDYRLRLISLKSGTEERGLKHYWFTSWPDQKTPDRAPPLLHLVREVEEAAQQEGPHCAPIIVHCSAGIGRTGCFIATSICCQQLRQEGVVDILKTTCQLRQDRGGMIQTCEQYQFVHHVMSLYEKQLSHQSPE
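Measure: Control-normalized % inhibition with plate pattern correction | Test system: STEP phosphatase, cell-free reaction | Medium: pH 6.0 Bis-Tris with DTT and Tween 20 | Technique: Fluorescence, 480/540 nm | Times: Reaction 20 min, ambient temperature | Doses: Single compound dose of 20 µM, 1% DMSO final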
SKN-1 block = inhibitors of C. elegans SKN-1. C. elegans VP596 Pgst-4::GFP/RFP ratio, acrylamide-induced, 24 h. inhibition, % at 21.8 µM. actives 0.49% (n = 360,000). AID 624304;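 active = interference check ratio from 0.5 to 1.5 plus GFP to RFP signal ratio inhibition reaching or exceeding a fixed threshold, cut at about 30% in these data, passing the limit was not always enough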; also: some compounds called inactive have numbers as strong as hits
The depositor's hits bear a star; i = inactive; . = not tested or not shown.

Start of the data: the first five compounds (preview)
SMILES | Rpn11 inh | LMPTP block | MT1-MMP act inh | CendR NRP1 mod | Scp1 inh | SUMO1-SIM PPI | DNMT1 inh | NadD inh | STEP block | SKN-1 block
C/C(=C(/NC(=O)c1ccccc1)C(=O)O)c1ccco1 | i | -2.4 | 0 | -4 | 0 | -1 | 6 | -3 | 0 | 8
CN(C)CCCNC(=O)c1cc(C(=O)Cc2ccccc2)c[nH]1 | i | -1.6 | 2 | -3 | -3 | 2 | 1 | 0 | 1 | -5
N#C/C(=C\c1cn(Cc2ccc(C#N)cc2)c2ccccc12)C(=O)NCc1cccs1 | i | 1.0 | 6 | 1 | 1 | -2 | 36 | 12 | -1 | -11
O=C(Nc1ccccc1C(=O)N1CCN(CCO)CC1)c1cccc([N+](=O)[O-])c1 | i | -1.5 | -4 | -3 | -2 | -21 | 0 | -3 | -4 | 2
COc1ccccc1N(CC(=O)Nc1cc(C)on1)S(=O)(=O)c1cccc(C(F)(F)F)c1 | i | 1.8 | -4 | -9 | 1 | 2 | -2 | -2 | -4 | 19

This part in full (from the top)
SMILES | Rpn11 inh | LMPTP block | MT1-MMP act inh | CendR NRP1 mod | Scp1 inh | SUMO1-SIM PPI | DNMT1 inh | NadD inh | STEP block | SKN-1 block
C/C(=C(/NC(=O)c1ccccc1)C(=O)O)c1ccco1 | i | -2.4 | 0 | -4 | 0 | -1 | 6 | -3 | 0 | 8
CN(C)CCCNC(=O)c1cc(C(=O)Cc2ccccc2)c[nH]1 | i | -1.6 | 2 | -3 | -3 | 2 | 1 | 0 | 1 | -5
N#C/C(=C\c1cn(Cc2ccc(C#N)cc2)c2ccccc12)C(=O)NCc1cccs1 | i | 1.0 | 6 | 1 | 1 | -2 | 36 | 12 | -1 | -11
O=C(Nc1ccccc1C(=O)N1CCN(CCO)CC1)c1cccc([N+](=O)[O-])c1 | i | -1.5 | -4 | -3 | -2 | -21 | 0 | -3 | -4 | 2
COc1ccccc1N(CC(=O)Nc1cc(C)on1)S(=O)(=O)c1cccc(C(F)(F)F)c1 | i | 1.8 | -4 | -9 | 1 | 2 | -2 | -2 | -4 | 19
CCc1nc2ccc(C(=O)N(CC)CCN(C)C)cn2c1N(CC)C(=O)NCCc1ccccc1 | i | -6.9 | -5 | 5 | . | 1 | 4 | 5 | 0 | 10
CCOC(=O)N1CCN(C(=O)C2CC(=O)N(c3ccc(C)cc3)C2)CC1 (stereo not given) | i | -1.4 | -11 | 4 | -3 | 1 | 1 | 0 | -2 | 4
O=c1c2ccccc2nc(SCc2ccccc2Cl)n1Cc1ccccc1 | i | 2.8 | 0 | 15 | -16 | 1 | 1 | -2 | 2 | 2
O=C(Cn1nc(Cc2cccnc2)c2ccccc2c1=O)Nc1ccc2c(c1)OCO2 | i | -0.4 | 2 | 5 | -8 | 2 | -2 | 0 | 0 | 10
OC(c1cc(F)cc(Cl)c1)c1ncc(-c2ccc3ccccc3c2)[nH]1 (stereo not given) | i | 4.8 | 0 | 11 | . | -15 | -1 | 13 | -1 | 11
CC1CN(C(=O)CCC(=O)N2CCN(c3cccc(C(F)(F)F)c3)CC2)c2ccccc2O1 (stereo not given) | i | 1.6 | 0 | 6 | -6 | 3 | 1 | -3 | 2 | 5
COc1cc(/C=C(\NC(=O)c2ccccc2)C(=O)NC(C(=O)O)c2ccccc2)cc(OC)c1OC (stereo not given) | i | -1.4 | -1 | 1 | 4 | 1 | -1 | -4 | -2 | -16
COc1ccc(S(=O)(=O)Nc2ccccc2-c2nc3ccccc3[nH]c2=O)cc1 | i | 0.2 | -6 | 2 | -10 | -13 | -2 | 3 | 0 | 11
O=C(CCN1C(=O)c2ccccc2C1=O)N1CCN(Cc2ccc(Cl)cc2Cl)CC1 | i | -1.4 | 1 | -7 | -5 | -6 | 3 | 1 | -6 | -31
COc1ccc(Nc2nc(C(=O)N(CCO)Cc3ccccc3)cs2)cc1 | i | 1.0 | -1 | 7 | 2 | 20 | 3 | -1 | 3 | -13
CNC(=S)NNC(=O)Cc1ccc(O)cc1 | i | 1.2 | 1 | -7 | 3 | -2 | 5 | 2 | 2 | -18
COc1cccc(C2(O)CC(C(F)(F)F)=NN2C(=O)c2ccccn2)c1 (stereo not given) | i | -0.5 | 2 | -9 | 2 | 5 | -1 | -8 | -1 | -6
O=C(CN1C(=O)COc2ccccc21)NCCN1CCc2ccccc2C1 | i | 0.7 | -1 | 3 | -7 | -4 | 0 | 0 | -1 | 10
CCOC1=C2[C@@H](CN(S(=O)(=O)c3ccc(C)cc3)[C@H]2c2ccccc2F)[C@H]2C(=O)N(c3ccccc3)C(=O)[C@H]2C1 | i | 1.0 | 2 | -6 | . | 5 | -7 | 7 | 0 | 2
CC1=C2C(=O)OC(c3ccoc3)C2(C)CCC1 (stereo not given) | i | -2.6 | 0 | 0 | -5 | -2 | 0 | -2 | 1 | 12
O=C(C1CCN(CC2CC=CCC2)CC1)N(CCc1ccccc1)Cc1ccccc1 (stereo not given) | i | -1.3 | 2 | 2 | 4 | 0 | 0 | 2 | 0 | 6
CCN(C(=O)COC(=O)COc1ccc(Cl)c(C)c1)C1CCS(=O)(=O)C1 (stereo not given) | i | -1.3 | -5 | -5 | -1 | 1 | 2 | 3 | 4 | 19
O=C(NCCCn1ccnc1)c1cn(-c2ccccc2)nc1-c1ccc(F)cc1 | i | -4.8 | 2 | 7 | 3 | -2 | -1 | -2 | -4 | -6
C/C(N)=C(/C#N)C(=O)CN1C(=O)NC(Cc2c[nH]c3ccccc23)C1=O (stereo not given) | i | 7.0 | -3 | 6 | 65* | 11 | 17 | 0 | 12 | 14
COC(=O)C1(C)NC(c2ccc(O)cc2)C2C(=O)N(c3ccc(F)cc3)C(=O)C21 (stereo not given) | i | -0.8 | -4 | -14 | -5 | 1 | -1 | -6 | 1 | -11
(more compounds)
SMILES | Rpn11 inh | LMPTP block | MT1-MMP act inh | CendR NRP1 mod | Scp1 inh | SUMO1-SIM PPI | DNMT1 inh | NadD inh | STEP block | SKN-1 block
COc1cccc(/C=C(\C)C(=O)c2c(C)cc(C)[nH]c2=O)c1OC | i | 0.6 | -3 | -5 | -7 | 5 | 2 | -2 | -2 | -4
COc1ccc(S(=O)(=O)Nc2cccc(-c3ccc4nncn4n3)c2)cc1F | i | -0.3 | 8 | 2 | 3 | -2 | -1 | 1 | -1 | 1
CC1(C)CC(=O)C=C(NCCc2ccccc2)C1 | i | -0.9 | -2 | -1 | -3 | 4 | 3 | -6 | -3 | 1
CS(=O)(=O)c1ccc(Nc2nc(C(N)Cc3ccccc3)cs2)cc1 (stereo not given) | i | -0.9 | -1 | 5 | . | -4 | 2 | -1 | -2 | 4
Cc1cc(C)c(CN2CCC(CO)(CCOc3ccccc3)CC2)cc1C | i | 0.1 | -1 | -5 | 3 | 2 | -1 | -5 | 2 | 2
COc1ccc(S(=O)(=O)N2CCCCCC2)cc1C(=O)OCC(=O)NCC(C)C | i | 0.5 | 3 | 4 | 5 | 2 | 0 | -2 | -2 | 0
Cc1c(NC(=S)N2CCN(c3cccc(Cl)c3)CC2)c(=O)n(-c2ccccc2)n1C | i | -0.1 | 1 | 18 | 3 | -1 | 5 | 9 | -2 | 1
COc1ccc(Br)cc1/C=N/n1c(-c2ccccc2)n[nH]c1=S | i | -1.6 | 2 | -6 | -2 | 4 | 4 | 6 | 0 | 4
CN1C(=O)[C@H]2[C@@H](/C=C/c3ccccc3)N3C(=O)CN(Cc4ccccc4)C(=O)[C@@]3(C)[C@H]2C1=O | i | -0.9 | 7 | -2 | 0 | 1 | -9 | -4 | 3 | -12
O=c1nc(/C=C/c2ccccc2C(F)(F)F)cc(C(F)(F)F)[nH]1 | i | -0.7 | 0 | -2 | -6 | 0 | 0 | 6 | 3 | 8
CCOC(=O)c1[nH]cnc1C(=O)Nc1ccc([N+](=O)[O-])cc1 | i | -2.5 | -1 | 3 | -3 | -33 | 0 | -5 | 0 | 8
CN(CC(=O)Nc1ccc(S(=O)(=O)N2CCCC2)cc1)Cc1ccc(Cl)cc1Cl | i | 1.1 | -5 | 11 | -1 | 2 | -10 | -1 | 2 | -8
O=C(c1ccc2nc(-c3ccco3)c(-c3ccco3)nc2c1)N1CCN(c2ccccc2)CC1 | i | 8.8 | 2 | -2 | 12 | 1 | 4 | 29 | 4 | 0
Cc1cc(C)n2c(SCC(=O)N3CCN(S(=O)(=O)c4ccc(Cl)cc4)CC3)nnc2n1 | i | -0.6 | -7 | -4 | -4 | -2 | 0 | 6 | 3 | -13
O=C(CSc1nc2c(sc3ccccc32)c(=O)n1CCCN1CCCC1)NCC1CCCO1 (stereo not given) | i | 1.7 | -4 | 1 | -13 | -2 | 1 | -8 | 0 | 11
C[C@H](CO)N1C[C@H](C)[C@@H](CN(C)Cc2ccncc2)Oc2c(cccc2N(C)C)C1=O | i | -1.1 | 1 | 5 | 8 | -4 | 5 | -7 | -3 | -1
COc1ccc(Cl)cc1NC(=S)NCCc1ccc(F)cc1 | i | 1.2 | 3 | 8 | -11 | 4 | -1 | -10 | 10 | -22
CCc1cccc(NC(=O)CSCc2nc3sc(C)c(C)c3c(=O)[nH]2)c1 | i | -1.1 | 0 | -23 | -8 | -5 | -4 | -6 | -1 | 8
O=C(CNC(=O)c1ccccc1Br)N/N=C/c1cccnc1 | i | -1.3 | 0 | 2 | 1 | -18 | -2 | 0 | -1 | 20
CCn1c(O)c(N=NC(=O)CNC(=O)c2ccccc2F)c2ccccc21 | i | -0.4 | -1 | -4 | -3 | -29 | 2 | -5 | -2 | 0
Cc1ccccc1OCc1nc(-c2ccccc2)no1 | i | 1.6 | -1 | 8 | -8 | -5 | 4 | -6 | 1 | -8
CCNC(=S)N1CCN(C(c2ccccc2)c2ccccc2)CC1 | i | 0.3 | -10 | -2 | -4 | 0 | -1 | -1 | 0 | 2
CCCCc1ccc(NC(=S)NCc2ccccc2OC)cc1 | i | -0.7 | 0 | 9 | -9 | 4 | 1 | -1 | -1 | 7
COCC(=O)N1C[C@H]2CON(C)[C@H]2C[C@H]1c1ccc(N2CCCCC2)cc1 | i | -0.6 | 4 | 3 | . | 4 | 3 | -2 | -3 | 1
CCOc1ccc(S(=O)(=O)N(C)c2ccc(OCC(=O)Nc3nc(-c4cc(OC)ccc4OC)cs3)cc2)cc1 | i | 1.2 | -5 | -11 | 0 | 11 | -11 | 21 | 2 | -2
O=C(CN1CCOCC1)N/N=C/c1ccccc1 | i | 0.3 | 0 | -1 | -6 | 0 | 2 | -11 | 0 | 3
COCC(=O)Nc1nnc(SCC(=O)NCc2cccs2)s1 | i | -1.1 | 1 | 8 | -12 | 1 | 5 | 0 | 2 | -4
O=S1(=O)N=C(c2ccccc2)C=C(c2ccccc2)N1 | i | -1.5 | 2 | -12 | -1 | 1 | 3 | -2 | 0 | 33
